Bioassay records: PubChem BioAssay, National Center for Advancing Translational Sciences (NCATS)
HepG2 tox – counter-screen for TGF-b inhibitors: cytotoxicity in HepG2 cells; Potency, µM (titrated, usually from 46.1 µM), without a hit: at the highest dose activity change, negative = cytotoxicity, most hits filed as cytotoxic; AID 588856; HepG2 CAGA-GFP viability, ATP luminescence, 18 h; 0.76% of 410,000 active; note: some results filed as inactive show a strong effect at the top dose
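HepG2 CAGA-GFP cells (1000/well, DMEM with 1% FBS) received compound, then TGF-beta at 500 pg/mL final, and were incubated 18 hours at 37 degrees C. Viability was read by CellTiter-Glo luminescence. Media-only wells were set as complete cell-killing and DMSO as no toxicity.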
MCF10A rereplic – DNA re-replication induction in MCF 10a cells; MCF 10A DNA re-replication, Hoechst nuclear intensity, 48 h; Potency, µM (highest dose often 46.1 µM), without a hit: at the highest dose activity, positive = re-replication, usual class: activators; 2.9% of 350,000 active; note: % of control where 0% means no effect; nearly all actives have a fitted effect of over 50% in size
TGFb inhibitor – blocks TGF-b signaling. HepG2 CAGA-GFP TGF-b/SMAD3 reporter, GFP fluorescence, 18 h; TGF-beta stimulated, 500 pg/mL final. Potency, µM (top dose mostly 46.1 µM), inactives show at the highest dose activity, negative = inhibition, usual class: inhibitors. 1.2% of 410,000 active; note: % is set by controls: 0 for no effect and ±100 for the full control effect; nearly all actives have a fitted effect of over 65% in size
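HEPG2 CAGA-GFP cells (1000/well, DMEM with 1% FBS) were pre-incubated 2 h at 37 degrees C, given compound by pin tool, then stimulated with TGF-beta at 500 pg/mL final for 18 h before per-cell GFP fluorescence imaging.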
Nrf2 activator – activates Nrf2 signaling | AREc32 ARE-luciferase reporter (MCF7-derived line), luminescence, 24 h | Potency, µM (titrated, usually from 46.1 µM), for inactives: at the highest dose activation, hits mostly activators | 0.31% of 410,000 active | AID 624171; note: % of control where 0% means no effect; nearly all actives have a fitted effect of over 65% in size
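Steps: seed AREc32_Fluc cells (1000/well, 5% FBS OPTI-MEM); incubate overnight at 37 deg C; add 23 nL compound; incubate 24 hr; add Steady-Glo; hold 30 min RT; read luminescence.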
A549 tox – counter-screen for Nrf2 inhibitors: cytotoxicity in A549 cells; A549 ARE-Fluc cells, CellTiter-Fluor viability, 18-24 h; Potency, µM (top dose mostly 46 µM), for the others: top-dose activity change, negative = cytotoxicity, hits mostly inhibitors; 0.16% of 390,000 active; note: % is set by controls: 0 for no effect and ±100 for the full control effect
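A549 ARE-Fluc cells in 5% FBS OPTI-MEM, 5000 cells/well, rested 2 h then exposed to compounds in concentration-response for 18-24 h at 37 °C. Viability by CellTiter-Fluor fluorescence (Ex 405/Em 525) after 30 min; luciferase luminescence (BugLite, 15 min, RT) read afterwards.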
Nrf2 block – Nrf2 pathway inhibition; Potency, µM (highest dose often 46 µM), for the others: at the highest dose activity change, negative = inhibition, hits mostly inhibitors; A549 ARE-Fluc reporter, luciferase luminescence, 18-24 h; 2.1% of 360,000 active; note: % is set by controls: 0 for no effect and ±100 for the full control effect; nearly all actives have a fitted effect of over 60% in size
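Nrf2 activity is the BugLite luminescence, read 15 min after reagent at room temperature, following CellTiter-Fluor cytotoxicity readout (30 min, 37C). Compound titrations were applied for 18-24 h to 5000 A549 ARE_Fluc cells/well in 5% FBS OPTI-MEM.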
ATXN2 expr inh – ATXN2 expression inhibition; HEK-293 ATXN2-luciferase reporter, luminescence, 24 h; Potency, µM (highest dose often 57 µM), without a hit: top-dose activity change, negative = inhibition, usual class: inhibitors; 0.72% of 360,000 active; AID 1745845; note: % is set by controls: 0 for no effect and ±100 for the full control effect; nearly all actives have a fitted effect of over 55% in size
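qHTS (up to 57 uM final) was run with 24 h compound exposure of reporter cells at 37 °C. Each well was multiplexed: SteadyGlo luminescence measured ATXN2-luciferase expression after a fluorogenic Gly-Phe-AFC viability readout (25 uM final).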
ATXN viability – cell viability loss in ATXN counter-screen. Potency, µM (series often up to 56.7 µM), hits mostly cytotoxic. 0.49% of 400,000 active. S2 cells (HEK-293 line with an ATXN2-luciferase reporter) viability, CellTiter-Fluor protease fluorescence, 24 h. AID 651635; note: nearly all actives have a fitted effect of over 40% in size
EPAC2 antag – blocks human EPAC2 exchange factor. Q8WZA2. EPAC2 GEF exchange of Rap1B-BODIPY-GDP, fluorescence. 0.18% of 360,000 active. Potency, µM (titrated, usually from 114 µM), for the others: at the highest dose activity, negative = inhibition, actives largely listed as inhibitors; note: % is set by controls: 0 for no effect and ±100 for the full control effect; nearly all actives have a fitted effect of over 45% in size; many of its hits are not listed in these tables
Target sequence (Q8WZA2 whole entry, looked up): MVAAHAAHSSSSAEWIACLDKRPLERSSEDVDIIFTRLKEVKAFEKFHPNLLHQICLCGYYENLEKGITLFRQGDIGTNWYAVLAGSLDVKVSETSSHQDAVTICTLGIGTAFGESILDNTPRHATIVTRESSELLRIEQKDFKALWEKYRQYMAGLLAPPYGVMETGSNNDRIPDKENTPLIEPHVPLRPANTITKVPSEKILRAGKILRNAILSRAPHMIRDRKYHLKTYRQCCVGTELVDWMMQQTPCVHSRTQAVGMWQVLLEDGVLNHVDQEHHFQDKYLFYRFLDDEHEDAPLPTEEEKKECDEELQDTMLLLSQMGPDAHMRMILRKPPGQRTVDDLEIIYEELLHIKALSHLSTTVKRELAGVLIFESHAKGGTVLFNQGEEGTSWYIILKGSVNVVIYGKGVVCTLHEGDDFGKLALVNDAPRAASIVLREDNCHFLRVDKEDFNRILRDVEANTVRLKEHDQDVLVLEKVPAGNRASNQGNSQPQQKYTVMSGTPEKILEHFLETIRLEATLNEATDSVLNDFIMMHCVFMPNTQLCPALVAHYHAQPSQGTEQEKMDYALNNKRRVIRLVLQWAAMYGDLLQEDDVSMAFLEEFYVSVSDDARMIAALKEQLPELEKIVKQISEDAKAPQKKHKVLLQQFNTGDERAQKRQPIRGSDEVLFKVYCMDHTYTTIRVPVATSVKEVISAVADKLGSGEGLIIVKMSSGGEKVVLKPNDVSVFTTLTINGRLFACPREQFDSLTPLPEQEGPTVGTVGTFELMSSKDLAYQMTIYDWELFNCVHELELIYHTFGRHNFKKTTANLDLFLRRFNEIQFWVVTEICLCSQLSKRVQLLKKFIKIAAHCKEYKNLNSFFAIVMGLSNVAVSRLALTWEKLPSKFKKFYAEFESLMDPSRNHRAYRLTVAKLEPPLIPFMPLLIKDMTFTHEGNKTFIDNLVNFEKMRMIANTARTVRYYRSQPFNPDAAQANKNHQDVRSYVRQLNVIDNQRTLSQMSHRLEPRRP
* = called active by the depositor; i = inactive; u = inconclusive; x = not tested or not shown; & = joins results of further samples; [ ] = remark or other dose. Calls come from the whole dose curve; as a rule, active = well fitted curve in the direction sought with a large enough effect; inconclusive = small, poorly fitted or top-dose-only effect, or another doubt; inactive = no such curve, though single readings can be large; an effect the other way counts as inactive or inconclusive. Potency is the fitted concentration of half-maximal effect.

No.	Molecule	HepG2 tox	MCF10A rereplic	TGFb inhibitor	Nrf2 activator	A549 tox
1	CCCN1CCN(CCCNC(=O)c2cc3c(=O)[nH]c4ccccc4c3s2)CC1	-20%&-24%	11%	-17%&33%	0.2%&17%	-8%&4%
2	Cc1cccc(NC(=O)C2CCN(S(=O)(=O)c3ccc4ccccc4c3)CC2)n1	-18%	12%	u	2.9%	-14%
3	COC(=O)Cn1c(CCC(=O)O)ccc1-c1ccccc1	-1%	-3%	2%	-0.7%	12%
4	CSc1nc2ccccc2n1Cc1cccc(F)c1	21%	6%	23%	0.2%	-3%
5	O=C1c2cccc3c(N4CCCCC4)ccc(c23)C(=O)N1c1ccccc1O	-40%	5.8µM*	72%[activator]	8.0%	10%
6	Cc1cccc(OCC(=O)NCC(=O)N/N=C/c2cccs2)c1	1%	4%	15%	0.3%	-2%
7	COc1cc(F)ccc1-c1csc(C(O)(c2ccccc2)C(F)(F)F)n1 (stereo not drawn)	22µM*	x	u	0.1%	x
8	N#Cc1c(N)nc(SCc2ccccn2)c(C#N)c1-c1cccs1	-30%	1%	-9%	4.8%	0%
9	CCOC(=O)c1cccc(NC(=O)CSc2nnc(-c3ccoc3C)n2CC)c1	-10%	18%	-19%	0.3%	-10%
10	COc1ccc([C@H]2C[C@H](n3cc(COC(=O)c4ccccc4)nn3)[C@@H](O)CN2CC2CCCCC2)cc1	-2%	x	8%	-1.1%	x
11	OCCC1CN(Cc2cc3c(cc2Cl)OCO3)CCN1Cc1ccccc1 (stereo not drawn)	-26%	-9%	-4%	-0.7%[9.22 µM]	-10%
12	COc1ccc(N2C(=O)CSC23C(=O)N(CC(=O)NCc2ccccc2)c2ccccc23)cc1 (stereo not drawn)	-1%	x	36%[activator]	0.4%	3%

No.	Nrf2 block	ATXN2 expr inh	ATXN viability	EPAC2 antag
1	2%&0%	u	u	13%
2	16µM*	-11%	i	-9%
3	2%	9%	i	-2%
4	x	-6%	i	-5%
5	u	-5%	x	1%
6	-4%	-8%	i	6%
7	x	u	u	-3%
8	x	u	u	-4%
9	u	4%	i	-5%
10	x	4%	i	4%
11	4%	-11%	i	3%
12	24%	1%	i	x

Additional structures follow.
No.	Molecule	HepG2 tox	MCF10A rereplic	TGFb inhibitor	Nrf2 activator	A549 tox
13	CC(C)c1ccc(/C=N/NC(=O)c2ccc(-n3cnnn3)cc2)cc1	-12%	-18%	-4%	-0.1%	-4%
14	CCNc1nc(N2CCCCC2)nc(-n2nnc(C(=O)OCC)c2C)n1	-21%	11%	-6%	0.2%	-6%
15	N=c1c2c(-c3ccccc3)c(-c3ccccc3)n(Cc3ccccc3)c2ncn1CCO	-53%	u	u	9.2%	u
16	Cc1ccc(C(=O)/C=C/C(=O)O)cc1	-28%	u	u	22µM*	12%
17	Cc1nn(CC(=O)N2CCCC2)c(=O)c2nn(-c3ccccc3)c(C)c12	6%	-4%	15%	-0.1%	0%
18	COc1ccc(/C=N/Nc2nc(N3CCCC3)nc(N3CCCC3)n2)cc1O	-26%	-3%	4%	2.8%	0%
19	CCOC(=O)c1cc(C(=O)Nc2ccc(C)c(F)c2)nn1C	-32%	-5%	-15%	3.2%	-24%
20	CC1(C2CC2)NC(=O)N(CC(=O)Nc2cc(S(=O)(=O)N3CCCCC3)ccc2Cl)C1=O (stereo not drawn)	-3%	1%	-7%	-0.8%	1%
21	Cc1cc(Cl)ccc1NC(=S)NCc1cccs1	-19%	29%	-9%	2.2%	-19%
22	Cn1ccnc1/C(=N\NC(=O)c1ccc(O)cc1)c1cccc([N+](=O)[O-])c1	4%	-1%	3%	0.3%	0%
23	CCOc1ccc(-c2cnc(NCc3cccc4ccccc34)n2CCOC)cc1	-39%	u	u	2.6%	u
24	CC(=O)c1cccc(NC(=O)c2nc(-c3ccccc3)oc2C)c1	5%	u	-26%	2.6%	-4%

No.	Nrf2 block	ATXN2 expr inh	ATXN viability	EPAC2 antag
13	4%	4%	i	-8%
14	u	1%	i	0%
15	u	u	8.9µM*	2%
16	4%	x	i	12%
17	6%	-2%	i	3%
18	3%	6%	i	3%
19	u	53%[activator]	i	3%
20	7%	3%	i	-2%
21	u	-6%	i	2%
22	-14%	-5%	i	8%
23	u	u	u	0%
24	u	-28%	i	-10%

Results in sequence from above.
Compounds 16–24 in Nrf2 activator, in turn: 22µM*, -0.1%, 2.8%, 3.2%, -0.8%, 2.2%, 0.3%, 2.6%, 2.6%

The list goes on:
No.	Molecule	HepG2 tox	MCF10A rereplic	TGFb inhibitor	Nrf2 activator	A549 tox
25	COC(=O)N1C(=O)[C@@](c2ccccc2)(C2CCCCC2)N1C(=O)OC	-29%	15µM*	u	11%	-6%
26	CCCCOC(=O)CCc1nc2ccccc2[nH]1	1%	-6%	3%	-0.2%	12%[1.84 µM]
27	CC1CCN(S(=O)(=O)c2cn(CC(=O)N3CCN(C)CC3)c(=O)c3ccccc23)CC1	-4%	-6%	u	-0.7%	-5%
28	CCCNC(=O)COc1coc(CN2CCN(c3ccccc3F)CC2)cc1=O	0%	-12%	4%	1.0%	-1%
29	C/C(=N/N=C(\C)c1ccccc1O)c1ccccc1O	-6%	7%	-5%	7.8%	-1%
30	c1ccc(CNc2ccc3ccccc3n2)nc1	-9%	u	-16%	0.2%	16%
31	Cc1ccc(C23CC4CC(CC(CC(=O)N5CCOCC5)(C4)C2)C3)cc1	-32%	u	u	0.5%	-7%
32	CCOC(=O)C1CCN(S(=O)(=O)c2ccc(C(C)(C)C)cc2)CC1	1%	0%	-15%	-0.8%	-4%
33	Cc1csc(NC(C)c2nc3cc(C(F)(F)F)ccc3n2CCOCCO)n1 (stereo not drawn)	-6%	u	-4%	-0.3%	-1%
34	O=C(C[n+]1ccc(C(=O)NCc2ccccc2)cc1)c1ccc(OC(F)F)cc1	-21%	0%	-12%	-0.3%	-1%
35	Cc1cccc(-c2ocnc2C(=O)N2CCN(C(=O)c3cccs3)CC2)c1	1%	6%	1%	-0.4%	0%
36	COc1ccc(C(=O)N(CCc2ccccc2)Cc2ccccc2)c(OC)n1	-12%	u	u	-0.3%	-1%

No.	Nrf2 block	ATXN2 expr inh	ATXN viability	EPAC2 antag
25	u	u	20µM*	-14%
26	11%	3%	i	8%
27	11%	2%	i	12%
28	7%	40%[activator]	i	1%
29	u	0%	i	10%
30	u	9%	i	0%
31	u	-10%	i	-20%
32	-1%	-9%	i	1%
33	2%	5%	i	-9%
34	-19%	-12%	i	-4%
35	u	-13%	i	7%
36	17%	-6%	i	u

The list continues:
No.	Molecule	HepG2 tox	MCF10A rereplic	TGFb inhibitor	Nrf2 activator	A549 tox
37	CN(c1nc2ccccc2n2c(C3CC3)nnc12)S(=O)(=O)c1ccccc1	-12%	9%	0%	-0.6%	16%
38	Cc1ccc2c(c1)C1CN(C)CCC1N2S(=O)(=O)c1cccc(C(F)(F)F)c1 (stereo not drawn)	-13%	-3%	-10%	-0.3%	12%
39	CC(C)(Cc1ccccc1)/[N+]([O-])=C\c1ccc(C(F)(F)F)cc1	-11%	u	4%	-0.7%	3%
40	O=C(NCCN1CCNC1=O)c1ccc2sc([C@H]3C[C@H](O)[C@@H](CO)O3)nc2c1	5%	x	17%	-1.2%[9.22 µM]	x
41	CCCCOc1cccc(C(=O)N(Cc2cccs2)c2ccc(OC)cc2)c1	-19%	x	x	-0.1%	-18%
42	N#Cc1nc(-c2ccc(F)cc2)oc1NCc1ccccc1	-5%	0%	-3%	0.9%	u
43	COC(=O)c1cc2n(n1)CCN(Cc1ccccc1Cl)C2=O	0%	-4%	3%	0.2%	-2%
44	COC(=O)c1ccc(-n2nc(C(F)(F)F)c3c2-c2ccoc2CC3)cc1	-11%	u	6%	0.0%	0%
45	COc1cc(C2NC(=O)NC(C)=C2C(=O)OCc2ccc(C)cc2)cc(OC)c1OC (stereo not drawn)	-11%	1%	-12%	0.9%	-10%
46	COc1cc(C(=O)NCC2(c3ccccc3)CCCC2)ccc1OC(C)C	-26%	15%	0%	-0.2%	1%
47	CC1CCCCC12NC(=O)N(CC(=O)OCC(=O)c1ccc(OC(F)F)cc1OC(F)F)C2=O (stereo not drawn)	-20%	1%	-9%	2.7%	3%
48	COc1ccc(CNC(=O)CCS(=O)(=O)c2cc3c4c(c2)CCN4C(=O)CC3)cc1	-5%	x	-30%	-0.8%	4%
49	CCCCCCCCN1C(=O)[C@H](CC(=O)NCCC(C)C)C[C@@]2(C(=O)OC)CCCCC=C12	x	x	x	-2.0%	x
50	CCOC(=O)CSc1ncc(-c2ccccc2)cn1	6%	-25%	0%	-0.2%	-2%
51	CC1C2CC(CC1(C)C)N(C(=O)Nc1ccc3nccnc3c1)C2 (stereo not drawn)	-4%	13%	-5%	-0.3%	0%

No.	Nrf2 block	ATXN2 expr inh	ATXN viability	EPAC2 antag
37	8%	x	i	0%
38	-7%	x	i	7%
39	5%	-5%	i	-20%
40	x	1%	i	15%
41	u	x	x	x
42	1%	6%	i	-7%
43	-9%	5%	i	-4%
44	u	-14%	i	-11%
45	-14%	-20%	i	2%
46	-4%	-9%	i	-16%
47	-4%	-1%	i	-8%
48	9%	11%	i	x
49	x	u	u	-19%
50	x	2%	i	5%
51	10%	7%	i	-12%

Part of the list above in another layout:
nr | SMILES | HepG2 tox | MCF10A rereplic | TGFb inhibitor | Nrf2 activator | A549 tox | Nrf2 block | ATXN2 expr inh | ATXN viability | EPAC2 antag
44 | COC(=O)c1ccc(-n2nc(C(F)(F)F)c3c2-c2ccoc2CC3)cc1 | -11% | u | 6% | 0.0% | 0% | u | -14% | i | -11%
45 | COc1cc(C2NC(=O)NC(C)=C2C(=O)OCc2ccc(C)cc2)cc(OC)c1OC (stereo not drawn) | -11% | 1% | -12% | 0.9% | -10% | -14% | -20% | i | 2%
46 | COc1cc(C(=O)NCC2(c3ccccc3)CCCC2)ccc1OC(C)C | -26% | 15% | 0% | -0.2% | 1% | -4% | -9% | i | -16%

The list is partial; count on the stated rates, not on these rows.
